# USP2a inh = USP2a (human) protease inhibition. 330,000 compounds, 0.01% hits. O75604. Potency, µM (doses to about 38.3 µM), for the others: at the highest dose activity change, negative = inhibition, most hits filed as inhibitors. AID 463254. USP2 core, Ub-CHOP2 coupled fluorogenic reporter, 485/531;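 note: potency is the fitted concentration of half-maximal effect; plate controls were DMSO wells for no effect and full inhibition by NEM control for full effect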
#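 USP2 core (10nM final) preincubated 30min RT with compound in 20mM Tris-HCl pH 8.0, 2mM CaCl2, 2mM beta-mercaptoethanol, 0.05% CHAPS; 25nM Ub-CHOP2 plus 25nM reporter substrate added, fluorescence (Ex485/Em531) read after 60min.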
# p53 reactivation = mutant p53 re-activation in reporter cells | Potency, µM (highest dose often 92.2 µM), for inactives: top-dose activity change, positive = activation, hits mostly activators | 320,000 compounds, 0.063% hits | AID 504706 | H1299 p53-A138V BP100-luciferase reporter, luminescence, 24 h; note: potency is the fitted concentration of half-maximal effect; % of control where 0% means no effect; nearly all actives have a fitted effect of over 45% in size
#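 p53-null H1299 cells stably carrying temperature-sensitive p53-A138V and a BP100-luciferase reporter were pinned with compounds (4-point, 1:5 series) and held 24 hrs at 37 deg C. Luminescence was read 10 min after detection reagent.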
# TSG101-PTAP inh = blocks PTAP/TSG101 interaction to inhibit HIV-1 budding. Q99816. Potency, µM (doses to about 115 µM), for the others: at the highest dose activity change, negative = inhibition, usual class: inhibitors. 340,000 tested, under 10 active. AID 493005. Fluorescence polarization, FITC-PTAP peptide / Tsg101 binding; active = well fitted inhibition curve with a large enough effect in the main read-out, with a control signal flat, not every such curve was filed as active; inconclusive = small, poorly fitted or top-dose-only effect, or effect the other way, or a change in a side signal; inactive = no such curve, though single readings can be large or run the other way; note: potency is the fitted concentration of half-maximal effect; % of control where 0% means no effect
#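 Steps: Tsg101 binding domain dispensed (10 uM final), compounds pinned in DMSO, FITC-labeled PTAP-motif peptide added (50 nM final); after 20 min binding at room temperature, polarization measured.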
# BRCA1 expr act = BRCA1 expression activation. MCF7-BRCA1-FFLuc reporter, luminescence, 48 h; response scale: scaled: vehicle 0%, 10 µM genistein 100%. Potency, µM (titrated, usually from 46.1 µM), for inactives: at the top dose activation, hits mostly activators. 380,000 compounds, 1.1% hits; note: potency is the fitted concentration of half-maximal effect; nearly all actives have a fitted effect of over 80% in size; some results filed as inactive show a strong effect at the top dose
#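 Using MCF7 cells harboring a BRCA1 firefly luciferase reporter, plated 2 h before compound pinning, the screen measured luminescence after 48 h incubation. Responses were normalized to DMSO and 10 microM genistein, then fitted for concentration-effect.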
# ELG1 genotoxic = inducers of genotoxicity in HEK293T ELG1-luciferase cells | AID 504466 | 330,000 compounds, 1.3% hits | Potency, µM (top dose mostly 46 µM), for the others: at the highest dose activity change, positive = activation, most hits filed as activators | HEK293T ELG1-luciferase reporter, luminescence, 16 h; note: potency is the fitted concentration of half-maximal effect; % of control where 0% means no effect; nearly all actives have a fitted effect of over 60% in size
#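 16 hr compound incubation (37 °C, 5% CO2) of HEK293T cells carrying luciferase-tagged ELG1; luciferase then measured by ONE-Glo luminescence after 30 min at RT.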
# Eya2 inh = blocks the phosphatase activity of human Eya2 | Potency, µM (doses to about 76.9 µM), for the others: top-dose activity, negative = inhibition, most hits filed as inhibitors | O00167 | 330,000 compounds, 0.006% hits | recombinant Eya2, OMFP fluorescence dephosphorylation (OMFP is methylfluorescein phosphate); note: potency is the fitted concentration of half-maximal effect; % is set by controls: 0 for no effect and ±100 for the full control effect
#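 Eya2 protein (added as 0.2 uM solution) was preincubated with compound for 10 min at ambient temperature in 50 mM HEPES pH 7.5, 50 mM NaCl, 5 uM MgCl2, 0.05% BSA, 1 mM DTT. OMFP (added at 50 uM) then reacted 10 min; fluorescence read at 485/525 nm.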
# B2AR arrestin = beta2AR (human) beta-arrestin recruitment activity. 330,000 compounds, 0.02% hits. beta-arrestin recruitment to beta2AR, cell-based reporter. Potency, µM (series often up to 46.1 µM), inactives show at the top dose activation, usual class: activators. P07550;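 note: potency is the fitted concentration of half-maximal effect; 0% = DMSO controls and full agonism = EC100 isoproterenol or metaproterenol; nearly all actives have a fitted effect of over 65% in size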
# Target sequence (P07550 whole entry, looked up): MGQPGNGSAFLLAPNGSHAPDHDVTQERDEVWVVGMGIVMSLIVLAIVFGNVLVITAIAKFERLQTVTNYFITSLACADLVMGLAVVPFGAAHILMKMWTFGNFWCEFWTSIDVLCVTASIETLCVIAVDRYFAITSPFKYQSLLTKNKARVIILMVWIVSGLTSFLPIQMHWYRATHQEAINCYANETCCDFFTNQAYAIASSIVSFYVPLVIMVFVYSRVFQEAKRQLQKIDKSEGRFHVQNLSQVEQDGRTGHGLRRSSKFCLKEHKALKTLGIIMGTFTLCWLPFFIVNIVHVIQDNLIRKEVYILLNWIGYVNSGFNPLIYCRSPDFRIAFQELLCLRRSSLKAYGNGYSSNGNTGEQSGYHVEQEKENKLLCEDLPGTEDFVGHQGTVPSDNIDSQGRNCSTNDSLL
# TRPV1 ag = human TRPV1 agonism; activation, % at 8.33 µM; TRPV1-expressing cells, Fluo-8 calcium influx, agonist mode; AID 540275; 320,000 compounds, 0.19% hits; in the data active = activation above about 80%; inconclusive = between about 30% and that limit; note: 0% is about no effect
#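 Cells expressing TRPV1 were dye-loaded with Fluo-8 and read kinetically: 10 s baseline, 3 min after compound (agonist portion), then 2 min after EC20 capsaicin (allosteric enhancer portion). Calcium-bound dye fluorescence at 480/520 nm.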
# Integrin act MD = activators of alpha7 integrin expression for muscular dystrophy; alpha7betagal myoblasts, beta-gal FDG fluorescence, 48 h; Potency, µM (highest dose often 38.3 µM), for the others: at the top dose activation, usual class: activators; 350,000 compounds, 0.064% hits; AID 624291;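 note: potency is the fitted concentration of half-maximal effect; 100% = response of the positive control SU9516; nearly all actives have a fitted effect of over 60% in size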
#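 alpha7betagal+/- myoblasts (passage 13, 250/well) treated 48 h at 37C with compounds at 1:260 dilution of DMSO stock. Lysed, then beta-galactosidase activity read as FDG fluorescence (ex 480/em 540) after 30 min, with pre-read for autofluorescence.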
# ASM inhibitor = inhibitors of human secretory acid sphingomyelinase | Potency, µM (titrated, usually from 57.5 µM), for inactives: at the top dose activity change, negative = inhibition, actives largely listed as inhibitors | P17405 | 340,000 compounds, 0.006% hits | placental ASM, HMU-PC fluorogenic substrate, 60 min; note: potency is the fitted concentration of half-maximal effect
# Target sequence (P17405 47-631 limits assumed): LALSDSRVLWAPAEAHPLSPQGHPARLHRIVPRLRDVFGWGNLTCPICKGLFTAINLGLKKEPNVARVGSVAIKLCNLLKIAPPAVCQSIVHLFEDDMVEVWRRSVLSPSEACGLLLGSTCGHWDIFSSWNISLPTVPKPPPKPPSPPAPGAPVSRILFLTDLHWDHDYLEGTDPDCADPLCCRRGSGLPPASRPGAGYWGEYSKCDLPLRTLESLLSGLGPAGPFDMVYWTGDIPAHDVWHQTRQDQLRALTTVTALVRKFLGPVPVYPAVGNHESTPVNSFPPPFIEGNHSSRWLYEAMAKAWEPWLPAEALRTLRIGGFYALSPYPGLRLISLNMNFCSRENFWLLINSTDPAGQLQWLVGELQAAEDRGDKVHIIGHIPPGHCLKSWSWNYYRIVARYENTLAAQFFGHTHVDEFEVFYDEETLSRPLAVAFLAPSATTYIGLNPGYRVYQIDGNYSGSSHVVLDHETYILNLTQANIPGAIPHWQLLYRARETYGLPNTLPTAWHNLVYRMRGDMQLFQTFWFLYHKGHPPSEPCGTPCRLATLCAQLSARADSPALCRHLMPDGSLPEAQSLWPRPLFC
#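 Steps: dispense placental human ASM, pin compound, wait 10 min at room temperature, add HMU-PC0 substrate at 9 uM final, incubate 60 min at 37 °C, add stop solution raising pH to 10, read fluorescence.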
# uPA surface inh = inhibitors of cell surface uPA generation. Potency, µM (top dose mostly 38.3 µM), for the others: at the highest dose activity change, negative = inhibition, hits mostly inhibitors. 330,000 compounds, 0.31% hits. cell surface uPA generation assay, qHTS; active = well fitted inhibition curve with a large enough effect; inconclusive = small, poorly fitted or top-dose-only effect; inactive = no such curve, though single readings can be large or run the other way; tested in mouse RAW 264.7 cells; note: potency is the fitted concentration of half-maximal effect; % is set by controls: 0 for no effect and ±100 for the full control effect; nearly all actives have a fitted effect of over 55% in size
# * hit, by the source's call; ? = inconclusive; · = not tested or not shown; [ ] = another dose, or the depositor's remark. Unless noted, calls come from the whole dose curve; as a rule, active = well fitted curve in the direction sought with a large enough effect; inconclusive = small, poorly fitted or top-dose-only effect, or another doubt; inactive = no such curve, though single readings can be large; an effect the other way counts as inactive or inconclusive.
SMILES,USP2a inh,p53 reactivation,TSG101-PTAP inh,BRCA1 expr act,ELG1 genotoxic,Eya2 inh,B2AR arrestin,TRPV1 ag,Integrin act MD,ASM inhibitor,uPA surface inh
CC(C)OP(=O)(c1ccc(N(C)C)cc1)C(O)c1ccncc1 (stereo not given),-1%,10%,-1%,6%,3%,-16%,0.0%,-7,-13%,2%,5%
Cc1cc(C)cc(OCC(=O)OCCN2C(=O)c3ccccc3C2=O)c1,1%,-3%,-3%,-16%,0%,-10%,0.2%,-9,15%,-2%,5%
Cc1[nH]c2ccccc2c1C(C[N+](=O)[O-])c1ccco1 (stereo not given),1%,1%,-1%,-22%,-4%,-9%,0.0%,14,-18%,-2%,-3%
CCOC(=O)c1c(NC(=S)NC)sc2c1CCCC2,-1%,14%,-1%,-1%,-1%,13%,4.6%,2,-9%,0%,-19%
O=c1[nH]c2ccccc2nc1C(F)(F)F,2%,-3%,0%,-8%,0%,-5%,0.2%,·,-14%,229%[activator],4%
CCCN1C2CCCC1CC(NC(=O)c1ccccc1OCC)C2 (stereo not given),-3%,9%,-6%,-22%,0%,-2%,0.3%,-3,1%,-1%,-7%
CC1(C)OC(=O)C(=CNC(CCC(N)=O)C(=O)O)C(=O)O1 (stereo not given),-6%,-9%,-5%,4%,-3%,-4%,0.1%,-2,-1%,0%,0%
CC(=O)Nc1nonc1-c1nc2ccccc2n1CC1CC1,2%,0%,-1%,-12%,-9%,-25%,-0.2%,11,?,-4%,-1%
CCC(C)N(C(=O)COC(=O)CNC(=O)c1sc2ccccc2c1Cl)C1CCS(=O)(=O)C1 (stereo not given),-5%,24%,-1%,-4%,11%,0%,0.0%,6,3%,0%,-9%
Cc1cccc(C(=O)NCc2nnc(SCC(=O)Nc3nnc(C)s3)n2C)c1,0%,8%,-3%,1%,5%,1%,-0.1%,-1,0%,-1%,6%
CCC1(c2ccc(F)cc2)NC(=O)N(CC(=O)Nc2ccccc2C)C1=O (stereo not given),0%,0%,0%,-1%,-1%,14%,0.4%,3,-6%,0%,2%
CCOc1ccccc1NC(=O)CCCn1cc([N+](=O)[O-])cn1,1%,0%,-3%,-28%,1%,-4%,-0.1%,-1,-27%,12%,-3%
COc1cccc(NC(=O)CCC2CCN(C(=O)c3cccc(NC(C)=O)c3)CC2)c1,0%,2%,-1%,-32%,0%,-18%,0.2%,3,-11%,0%,-1%
O=C(NC1CC1)c1cccc(NC(=O)C2CC2)c1,·,·,0%,3%,·,·,·,·,23%,0%,-2%
CCc1nnc(NC(=O)c2ccc(Br)c(S(=O)(=O)N3CCOCC3)c2)s1,-5%,2%,2%,-15%,-6%,-12%,-0.4%,0,1%,-10%,0%
CCOc1ccc(Nc2nc(Cc3nnc(SCC(=O)c4ccc(C)cc4)o3)cs2)cc1,2%,2%,-7%,-45%,-4%,24%,0.3%,0,-34%,-11%,4%
Cc1nc2sc(C(c3ccc(Cl)cc3)N3CCOCC3)c(O)n2n1 (stereo not given),0%,7%,-2%,-24%,-2%,9%,0.1%,-8,-29%,0%,-1%
COc1ccc(/C=C2/C(=O)C(C)(C(C)C)CCC2C)cc1 (stereo not given),-1%,1%,-6%,10%,1%,11%,-0.5%,1,20%,-7%,-3%
Cc1[nH]n(C(N)=S)c(=O)c1N=Nc1ccc(Br)cc1,1%,?,-4%,4.5µM*,?,1%,3.3%,2,11%,-8%,6%
COc1ccc(S(=O)(=O)N2CCC(C(=O)Oc3c(OC)cccc3OC)CC2)cc1OC,-6%,·,·,5%,0%,-1%,0.0%,7,23%,3%,5%
OC1=C(O)c2nc3cc(C(F)(F)F)ccc3nc21,8%,-1%,-2%,-14%,0%,5%,-0.2%,-6,-28%,-2%,-8%
CCOC(=O)C1=C(C)Nc2ccccc2N=C1NC(=O)c1oc2ccccc2c1COC,3%,-7%,-15%,-45%,-9%,7%,0.1%,14,3%,0%,-3%
CCS(=O)(=O)N1CCC(C(=O)NCc2ccc3c(c2)OCO3)CC1,-2%,2%,-8%,-2%,5%,-7%,0.2%,0,0%,-2%,-3%
CC1C2CC(C(S(=O)(=O)N3CCOCC3)C2=O)C1(C)C (stereo not given),-6%,9%,-5%,7%,-4%,-36%,0.6%,0,2%,6%,4%
CCOc1ccc(N=Cc2ccc3ccccc3c2)cc1,0%,·,1%,4%,0%,5%,-0.5%,4,42%,7%,1%
# (continued)
SMILES,USP2a inh,p53 reactivation,TSG101-PTAP inh,BRCA1 expr act,ELG1 genotoxic,Eya2 inh,B2AR arrestin,TRPV1 ag,Integrin act MD,ASM inhibitor,uPA surface inh
Cc1ccc(Cn2nnc3c(=O)[nH]c(C4CCN(S(=O)(=O)c5ccc(C)cc5)CC4)nc32)cc1,-3%,-2%,-5%,2%,-3%,-41%,1.0%,0,-14%,20%,·
CCOc1ccc(CNC(=S)N/N=C/c2ccc(OC)c(OC)c2)cc1,2%,-4%,1%,-43%,1%,-5%,-0.4%,-9,-35%,?,-9%
COc1cc(C(=O)OCC(=O)N2CCCC2=O)cc(OC)c1C,3%,3%,0%,14%,1%,5%,0.0%,·,-22%,-1%,22%
COc1ccccc1C(=O)Nc1ccc(OCC(=O)N2CC(C)CC(C)C2)cc1 (stereo not given),1%,-3%,1%,9%,2%,-19%,-0.8%,2,?,0%,-3%
CCN(CC(=O)Nc1ccc(S(=O)(=O)N2CCOCC2)cc1)Cc1ccccc1,-2%,-15%,-7%,0%,3%,15%,-0.1%,2,4%,9%,0%
O=C(O)Cc1ccc(C(=O)c2ccccc2F)s1,2%,1%,0%,1%,3%,-10%,-0.3%,6,3%,3%,1%
COCCn1c(=NC(=O)c2ccc(S(=O)(=O)N3CCCc4ccccc43)cc2)sc2cc(S(C)(=O)=O)ccc21,5%,1%,-8%,-26%,-5%,-2%,6.4%,2,15%,2%,2%
c1cncc(CSc2ccc(-c3cccs3)nn2)c1,-1%,13%,-1%,10µM*,15%,-5%,0.4%,8,-7%,0%,-7%
CC(SC(=S)N(C)Cc1cccs1)C(=O)O (stereo not given),0%,17%,-3%,0%,0%,-2%,0.3%,-3,18%,7%,-23%
Cc1ccc(-n2c(C)nn(CCOc3ccccc3)c2=O)cc1,3%,-1%,-7%,6.3µM*,?,0%,0.4%,2,14%,5%,-1%
O=C(Nc1cccnc1Cl)c1cc(-c2cccc(Cl)c2)on1,7%,4%,-5%,-10%,23%,-5%,-0.4%,-1,9%,1%,0%
O=S(=O)(Cc1ccc(Cl)cc1)Oc1ccc(Cl)cc1,·,·,-4%,-25%,·,·,·,·,15%,-4%,0%
O=C(Nc1cccc(-c2nc3cccnc3s2)c1)C1c2ccccc2Oc2ccccc21,-1%,21%,1%,-19%,?,0%,-0.5%,-9,-14%,-9%,9%
O=S(=O)(NC(=NCc1ccccc1)c1ccc(F)cc1)c1ccc(Cl)cc1,3%,-4%,-4%,-18%,-2%,-2%,0.0%,3,-20%,0%,-6%
CCOC(=O)Cn1c(=O)c2c(nc3n2CCS3)n(C)c1=O,8%,-7%,0%,-3%,0%,6%,-0.3%,-1,18%,-2%,0%
CCOC(=O)N1CCN(CCC(=O)Nc2ccc(OC(F)(F)F)cc2)CC1,1%,-6%,-1%,-44%,-8%,-1%,0.0%,3,-5%,-1%,-4%
CN(C)C=NC(=O)c1cc(C(=O)c2ccc(Cl)cc2Cl)c[nH]1,0%,-1%,-2%,21%,-12%,-7%,0.1%,-2,32%,-3%,0%
Cc1ccc(C(=O)N2CCN(C(=O)CN3CCOCC3)C2)cc1,0%,-1%,0%,-4%,-8%,13%,-0.2%,0,-22%,1%,-5%
CC(=O)c1cccc(NC(=O)C(NC(C)C)c2ccccc2)c1 (stereo not given),0%,1%,0%,-1%,3%,-6%,0.6%,1,0%,3%,·
CN(C(=O)c1sc2nc(N3CCOCC3)c3c(c2c1N)CCCC3)c1ccccc1,-9%,1%,-4%,-42%,-7%,13%,3.8%,6,25%,119%[activator],6%

# Quoted from the listing.
# Entry for CN(C)C=NC(=O)c1cc(C(=O)c2ccc(Cl)cc2Cl)c[nH]1 under Integrin act MD: 32%
# Entry for CCOC(=O)N1CCN(CCC(=O)Nc2ccc(OC(F)(F)F)cc2)CC1 under TSG101-PTAP inh: -1%

# Bioassay records deposited in PubChem BioAssay by National Center for Advancing Translational Sciences (NCATS).
